PDI turbidity: inhibitors of human protein disulfide isomerase; AID 588391; 0.052% of 350,000 active; P07237; inhibition, % at 10 µM; PDI insulin aggregation turbidity, A650, 90 min;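 active = mean inhibition across replicates of 30% or more, whatever share of single replicates reach that level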;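 also: absorbance from insulin aggregation driven by PDI reduction with DTT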
Glyco luc inh: N-linked glycosylation inhibition; D54 ERlucT glycosylation luciferase reporter, 24 h; percent of 100 nM tunicamycin response; reporter increase, % at 12.5 µM; 0.23% of 360,000 active; AID 588692;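 active = mean luciferase reporter signal, scaled so untreated is 0 and the glycosylation-blocking control 100, at or above a set limit in every replicate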;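 also: luciferase carries N-glycosylation sites so blocking glycosylation raises the light; 0% = median of neutral control wells and 100% = median of 100 nM tunicamycin wells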
Cardio protect: protects H9c2 cardiomyocytes from peroxide injury; H2O2 injury protection, ATPLite, 2 h; protection from H2O2 cell death, % at 20 µM; 0.63% of 360,000 active; AID 588492;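 active = compounds giving at least 50% protection of heart cells from peroxide-induced death in the single-dose screen, raw or plate-pattern-corrected value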;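 also: 0% = DMSO wells with peroxide and 100% = DMSO wells without peroxide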
MC4R barr agon: agonists of human melanocortin 4 receptor (MC4R) beta-arrestin; U2OS MC4R beta-arrestin complementation, luminescence; percent of melanotan II response, DMSO zero; P32245; AID 540308; activation, % at 8.9 µM; 0.98% of 360,000 active;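 active = activation above a per-plate cutoff, the mean activation of sample wells on that plate plus 3 SD, cut at about 8% in these data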
Target sequence (P32245 whole entry, looked up): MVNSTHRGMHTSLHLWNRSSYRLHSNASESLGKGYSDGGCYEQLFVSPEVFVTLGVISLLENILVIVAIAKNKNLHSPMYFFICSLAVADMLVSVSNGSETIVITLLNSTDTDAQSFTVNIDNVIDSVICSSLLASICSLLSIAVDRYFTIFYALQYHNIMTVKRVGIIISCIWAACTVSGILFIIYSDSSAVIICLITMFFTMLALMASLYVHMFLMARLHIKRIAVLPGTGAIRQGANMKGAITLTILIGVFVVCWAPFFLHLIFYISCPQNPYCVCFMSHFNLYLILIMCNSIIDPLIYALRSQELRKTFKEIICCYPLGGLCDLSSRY
Granule exo inh: blocks lytic granule exocytosis. 0.66% of 360,000 active. TALL-104 LAMP-1 surface exposure, flow cytometry; cells stimulated with thapsigargin and PMA. inhibition, % at 10 µM;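 active = inhibition above about 55%, limit read from the data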
ABCB6 inh 2: inhibitors of human ABC transporter ABCB6; Q9NP58; K562-ABCB6 porphyrin accumulation, flow cytometry, 1 h; hits give low values; fluorescence ratio to DMSO, % at 10 µM; 0.19% of 360,000 active;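 active = fluorescence ratio to DMSO below 75%, the collection mean minus 3 SD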;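 also: signal is porphyrin accumulated inside mitochondria; 100% equals median channel fluorescence of DMSO control wells; lower ratio means ABCB6 inhibition with less porphyrin fluorescence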
CaV13 ICDI inh: Primary screen for inhibitors of IQ motif and Ca2+-dependent inactivation inhibitor domain binding in CACNA1D, Förster resonance energy transfer in living cells, …; inhibition, % at 12.3 µM; 0.098% of 340,000 active; AID 743397; HEK cells, CFP/YFP FRET ICDI-IQ, plate reader, 10 min; percent FRET-ratio fall versus neutral wells;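 active = mean replicate inhibition of at least 30% and at least 1% of replicates passing that level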;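 also: 0% = median of the neutral control wells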
MC4R antag cAMP: antagonists of human melanocortin 4 receptor (MC4R) | MC4R-expressing cells, MTII-stimulated cAMP, LANCE TR-FRET | inhibition, % at 6.5 µM | 0.48% of 360,000 active;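 active = inhibition above its plate's cutoff, the mean of tested wells on that plate plus 3 SD, cut at about 29% in these data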;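 also: 0% = Melanotan II alone and 100% = Melanotan II plus saturating MCL0020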
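Material: human MC4R-expressing U2OS cells. Probe or stimulus: Melanotan II challenge. Dosing: 6.5 µM single dose. Times: 30-min compound, 1-h challenge, 1-h detection, room temperature. Technique: TR-FRET with Eu-cAMP and labeled anti-cAMP, 671 nm. Replication: singlicate.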
ABHD5 PLIN5 PPI: blocks binding of human ABHD5 to perilipin-5; Q00G26+Q8WTS1; Split G. princeps luciferase complementation, luminescence, 4 h; inhibition, % at 4 µM; 0.78% of 360,000 active; AID 602281;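 active = inhibition above the mean inhibition across every tested compound plus 3 SD, cut at about 22% in these data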;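 also: 0% = DMSO only wells and the 100% control is not disclosed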
HTR2A ag: activates the mouse 5-HT2A serotonin receptor | P35363 | CHO-K1 mHTR2A beta-arrestin complementation, luminescence; percent of 30 µM serotonin response | activation, % at 7.6 µM | 0.66% of 360,000 active | AID 624169;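 active = activation above a run cutoff, the mean activation of all tested compounds plus 3 SD, cut at about 14% in these data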;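 also: 0% = plate median of compound wells and 100% = 30 µM serotonin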
Target sequence (P35363 whole entry, looked up): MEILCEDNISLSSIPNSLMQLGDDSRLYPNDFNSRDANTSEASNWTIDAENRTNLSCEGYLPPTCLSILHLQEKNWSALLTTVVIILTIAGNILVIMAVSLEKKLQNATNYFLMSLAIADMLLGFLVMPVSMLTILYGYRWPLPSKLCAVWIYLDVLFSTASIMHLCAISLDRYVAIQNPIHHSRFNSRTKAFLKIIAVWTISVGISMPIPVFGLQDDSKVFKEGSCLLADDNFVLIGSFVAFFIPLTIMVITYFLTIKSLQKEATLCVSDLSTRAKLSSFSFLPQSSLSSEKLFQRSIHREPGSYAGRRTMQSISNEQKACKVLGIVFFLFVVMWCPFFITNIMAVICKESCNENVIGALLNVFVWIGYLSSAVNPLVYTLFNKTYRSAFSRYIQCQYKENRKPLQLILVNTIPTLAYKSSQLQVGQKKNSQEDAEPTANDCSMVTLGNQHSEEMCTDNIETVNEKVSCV
Active calls of the source: *; . = not tested or not shown.

SMILES	PDI turbidity	Glyco luc inh	Cardio protect	MC4R barr agon	Granule exo inh	ABCB6 inh 2	CaV13 ICDI inh	MC4R antag cAMP	ABHD5 PLIN5 PPI	HTR2A ag
Brc1ccc(/C=N/Nc2nc3ccccc3o2)cc1	0	-1	-8	0.4	-4	98	-3	-8	-2	-14
COC(=O)[C@@H]1C[C@@]2(O)[C@@H](O)[C@@H](O)[C@@H](O)C[C@H]2N1Cc1cc(OC)cc(OC)c1	5	0	-3	-1.6	10	97	-10	1	5	14
O=c1c(O)c(-c2ccc3c(c2)OCO3)oc2ccccc12	4	1	26	0.6	-1	103	-3	-1	10	4
COCC(=O)Nc1ccc(Br)cc1	6	0	-3	-0.4	-2	100	-2	0	1	-3
CS(=O)(=O)c1ccc(C(=O)N2CCN(S(=O)(=O)c3ccc(C4CCCCC4)cc3)CC2)cc1	-2	-2	-21	-0.5	-2	102	-2	3	-5	0
CCOC(=O)c1ccccc1NC(=O)c1cccc([N+](=O)[O-])c1	0	2	2	3.4	3	99	-29	27	-8	3
Cc1ccc(/C=N/NC(=O)c2cc3c(ccc4ccccc43)o2)o1	16	1	8	-2.5	4	101	-6	0	3	-3
CC(C)c1ccc(NC(=O)C2(C)Cc3c(-c4ccccc4)ccnc3O2)cc1 (centres undefined)	8	1	-12	-0.4	0	99	-8	2	-12	-4
Cc1ccc(C)n1-c1ccc(C(=O)N/N=C/c2ccncc2)cc1	-5	5	6	-1.8	3	92	-6	-5	-2	8
c1ccc2c(c1)nnn2Cc1nnc2sc(-c3ccc4c(c3)OCCO4)nn12	-3	0	6	-0.8	-1	100	-5	-2	4	3
CCOC(=O)c1c(-c2ccccc2)csc1NC(=S)N(CC)CC	9	0	-10	-1.4	-2	89	-5	11	-1	3
CCCOC(=O)Nc1cccc(C(C)=O)c1	-25	-1	7	-2.4	-1	91	-4	2	3	2
CC(C)C[C@@H](CSc1ccc(Br)cc1)N1CCN(CC(C)C)CCC1=O	1	-7	-15	1.4	-5	91	-5	10	5	1
C=CCNC(=S)NNC(=O)c1ccc(OC(C)C)cc1	-6	0	-4	0.3	3	97	-6	12	-10	4
CCCCCCCCOC(=O)c1c(CSC(=N)N)n(C)c2cc(Br)c(OC(C)=O)cc12	-10	-8	-18	2.2	72*	101	-5	8	20	-1
CCN(CC)CCNC(=O)c1ccc(NC(=O)c2cn(-c3ccccc3)nc2-c2cccs2)cc1	-4	2	-36	-0.6	37	103	-5	-3	35*	-8
O=C(/C=C/c1ccco1)Nc1ccccc1C(=O)O	5	-6	-14	-3.0	1	97	-5	-1	9	4
CCOC(=O)N1CCN(C(=O)c2cnc3n(c2=O)CCS3)CC1	13	2	6	-1.0	4	87	.	17	2	5
Clc1cc(Cl)cc(CN2CCSCC2)c1	2	-2	6	-0.4	0	103	-5	2	1	11
O=C(Nc1ccccc1)O/N=C(\c1ccccc1)c1ccccn1	6	-1	-7	-0.8	-4	100	.	-4	3	3
Cc1cc(NC(=O)C2CC=CCC2C(=O)O)no1 (centres undefined)	2	1	6	-1.2	-6	94	.	2	5	-1
CC(=O)c1cccc(NC(=O)COC(=O)c2cccc(N3C(=O)c4ccccc4C3=O)c2)c1	20	0	4	-1.6	0	101	-4	1	-8	0
COc1ccc(C)cc1-n1nnnc1SCC1CCCCO1 (centres undefined)	-2	0	-2	1.5	0	99	-12	15	-9	-2
CN1CCc2c(sc3c2C(=O)NC(c2ccc(-c4cccc(Cl)c4)o2)N3)C1 (centres undefined)	5	1	10	-0.6	22	105	.	9	6	-5
O=C(Nc1ccc(OCC(=O)N2CCOCC2)cc1)Nc1cccc2ccccc12	-3	1	-2	-1.1	1	101	4	5	-1	-2
CCOc1ccc(NC(C)C(=O)N/N=C/c2cccs2)cc1 (centres undefined)	-1	3	-2	-1.0	1	90	-6	-1	3	2
CCOC(=O)N1CCC(N2Cc3cccc(C(=O)NCc4ccccc4OC)c3C2=O)CC1	4	-2	22	-1.1	-5	95	-4	11	10	-1
Cc1ccc(S(=O)(=O)N(c2ccccc2)C2CCS(=O)(=O)C2)cc1 (centres undefined)	2	-1	2	-0.7	1	99	-1	3	-2	-6
Cc1ccc(-c2cc(C(=O)N3CCCCCC3)no2)cc1	-1	-12	-13	-1.4	-6	93	-17	0	-8	-9
CN(Cc1nccn1C)C(=O)C1CCC(=O)N(CCc2ccc(Cl)cc2)C1 (centres undefined)	2	0	-4	-2.1	-2	93	.	3	3	-4
O=c1/c(=C/c2ccccc2)sc2nnc(-c3cccs3)n12	-3	2	10	0.8	-1	105	-5	-1	-2	4
c1cc(Nc2ncnc3sccc23)cc(-c2nnc3n2CCCCC3)c1	-8	.	15	-0.8	-1	90	-9	-5	-3	7
COc1ccc(C2N(Cc3ccccc3)CC(=O)N2/N=C(\C)c2ccccc2)cc1 (centres undefined)	3	0	-8	-0.9	0	98	-5	1	2	0
O=Cc1ccc2c(c1)OCCOCCOCCOCCO2	-3	-1	-2	-0.5	2	100	-5	7	-9	-1
Cc1coc2cc3oc(=O)c(CCC(=O)O)c(C)c3cc12	-3	2	0	0.2	-5	101	-4	4	5	6
Cc1cc(/C=C2\SC(=O)N(C)C2=O)c(C)n1-c1ccc(S(N)(=O)=O)cc1	12	5	-6	-0.9	8	90	-2	9	3	10
Cn1cnc2c1c(=O)[nH]c(=O)n2Cc1ccccc1	8	3	12	-0.1	-9	97	-5	4	0	1
O=C(C1=C(O)C(=O)N(c2ncccn2)C1c1cccc(Cl)c1)c1ccco1 (centres undefined)	12	2	2	-1.3	2	99	-4	3	0	8
N#Cc1cc2c(=O)n3ccccc3nc2n(CCCn2ccnc2)c1=N	10	-1	9	-1.4	-2	105	15	-3	-1	1
Cc1ccc(Nc2ncnc3c2cnn3C)cc1	-6	0	0	-1.7	-9	102	-2	10	-9	6
O=P(COCCOCCOCP(=O)(c1ccccc1)c1ccccc1)(c1ccccc1)c1ccccc1	-1	0	7	-3.4	-1	94	2	9	-3	-1
Fc1ccc(-c2ncc3ccccn23)cc1	-4	1	8	3.4	0	106	-7	9	1	3
CC(C)(C)NC(=O)CSc1nc(-c2ccccc2)cc(=O)[nH]1	0	0	-4	-0.4	-3	95	0	9	-8	1
CN(C)C(C)(C)C#CC(O)(c1ccccc1)c1ccccc1	4	1	0	0.3	0	97	-5	6	1	0
Cn1nc(-c2ccc(Cl)cc2)c2cc(C(=O)NCCCN3CCOCC3)sc21	6	33*	7	1.2	9	99	.	5	-1	-3
O=C(NCCc1ccco1)c1cc(COc2cccc(C(F)(F)F)c2)on1	4	2	-6	-1.7	-9	94	-7	1	6	-3
Cc1cc(NC(=O)c2cnn3cccnc23)n(-c2ccccc2)n1	1	2	37	0.2	-1	105	-10	5	6	0
COc1ccc(C(=O)Nc2ccc(Cl)cc2C(=O)N2CCOCC2)cc1	2	0	-1	-2.6	-3	98	-6	11	0	0
Cc1cccc(NC(=O)C(C)Oc2ccc(C)nc2[N+](=O)[O-])c1 (centres undefined)	-3	-2	3	-1.1	-2	94	-6	4	4	4
COc1cc(C(=O)NNC(=O)Cc2cccs2)cc(OC)c1OC	3	4	1	-1.1	0	95	-3	19	3	-1
CC1CCCN(S(=O)(=O)c2ccc(NC(=O)Cn3nnc(-c4ccccc4F)n3)cc2)C1 (centres undefined)	-3	-1	-12	2.9	1	100	-7	4	22*	-6
CCc1c(C)c2cc(Cl)c(O)c(CN(CC)CC)c2oc1=O	4	3	-3	-0.8	-2	92	-4	4	-4	7
Cc1c(C)n(CC(O)CN(CCO)CCO)c2ccccc12 (centres undefined)	3	1	4	-3.2	-1	95	-5	4	8	2
CC(=O)c1ccc2noc(-c3cccc(C)c3)c2c1	0	1	1	-1.3	-2	98	-19	-1	2	3
COC(=O)[C@]12CCCCC=C1N(CCC1=CCCCC1)C(=O)[C@H](CC(=O)NCCC(C)C)C2	.	.	.	.	-1	103	-6	.	15	-2
CC(=O)c1c(C)oc2ccc(NS(=O)(=O)c3ccc(C(=O)O)cc3)cc12	8	1	-4	-0.2	21	98	-3	7	3	-1
CCN1CCN(C(=O)CCNC(=O)Cn2ccc3ccccc3c2=O)CC1	-2	4	12	-2.6	10	97	.	4	3	6
CC(=O)Nc1cccc(NC(=O)c2cc3ccccc3o2)c1	-3	-4	-15	0.5	-1	98	-5	9	3	3
Cn1c(=O)c2cc(NC(=O)CCc3cccnc3)ccc2n1Cc1cccc(C(F)(F)F)c1	-4	-2	-3	-1.1	7	97	-4	11	-4	3
O=C(CN(c1ccc(F)cc1)S(=O)(=O)c1ccc2c(c1)OCCO2)Nc1ccc2c(c1)OCO2	3	0	4	-0.2	-3	89	-4	7	0	-9

4 of the compounds above, in markdown.
| Structure | PDI turbidity | Glyco luc inh | Cardio protect | MC4R barr agon | Granule exo inh | ABCB6 inh 2 | CaV13 ICDI inh | MC4R antag cAMP | ABHD5 PLIN5 PPI | HTR2A ag |
| --- | --- | --- | --- | --- | --- | --- | --- | --- | --- | --- |
| Fc1ccc(-c2ncc3ccccn23)cc1 | -4 | 1 | 8 | 3.4 | 0 | 106 | -7 | 9 | 1 | 3 |
| CC(C)(C)NC(=O)CSc1nc(-c2ccccc2)cc(=O)[nH]1 | 0 | 0 | -4 | -0.4 | -3 | 95 | 0 | 9 | -8 | 1 |
| CN(C)C(C)(C)C#CC(O)(c1ccccc1)c1ccccc1 | 4 | 1 | 0 | 0.3 | 0 | 97 | -5 | 6 | 1 | 0 |
| Cn1nc(-c2ccc(Cl)cc2)c2cc(C(=O)NCCCN3CCOCC3)sc21 | 6 | 33* | 7 | 1.2 | 9 | 99 | . | 5 | -1 | -3 |

Further results follow:
SMILES	PDI turbidity	Glyco luc inh	Cardio protect	MC4R barr agon	Granule exo inh	ABCB6 inh 2	CaV13 ICDI inh	MC4R antag cAMP	ABHD5 PLIN5 PPI	HTR2A ag
COc1ccc(Br)cc1CN(C)C(=O)CNC(=O)c1ccc2ccccc2c1	1	-1	-4	3.3	58*	96	-2	-4	-3	1
COc1ccccc1OCCn1c(=S)[nH]c2ccccc21	-1	4	5	1.1	-1	100	-10	13	-5	-6
Cc1noc(C)c1S(=O)(=O)N(CC(=O)N1CCn2c1nc1ccccc12)c1ccc(C(C)C)cc1	8	2	-6	-1.1	-4	102	11	-4	2	-3
Cc1ccc(S(=O)(=O)N2CCOCC2)cc1C(=O)OC(C)C(=O)NC1CCCC1 (centres undefined)	-10	0	0	-1.9	6	95	-7	5	4	-4
O=C1NCCN/C1=C\C(=O)c1ccccc1	-13	1	0	-2.4	-2	101	-9	-3	2	-2
COc1ccccc1CNC(=O)COC(=O)c1cc(=O)[nH]c2ccccc12	4	1	7	2.3	2	86	-6	-8	-1	3
CC(C)c1ccc(NC2CCCN(C(=O)CCn3cnnn3)C2)cc1 (centres undefined)	3	2	-6	-0.1	-3	98	.	1	9	6
Cc1cccc(N(CC(=O)N=Nc2c(O)[nH]c3ccccc23)S(C)(=O)=O)c1C	-2	2	-4	-2.4	1	103	-2	-10	1	1
Cc1ccccc1NC(=O)COC(=O)CC1CCCC1	23	0	1	1.9	-3	101	-5	5	1	5
COc1cccc(CNC(=O)CCS(=O)(=O)c2ccc3c(c2)NC(=O)CS3)c1	-6	-5	0	1.1	-3	98	-15	14	-1	-3
